Myeloid diff MLP = myeloid differentiation induction; ER-HoxA9 myeloid progenitors, lysozyme-GFP differentiation, flow cytometry; hit rate 1% among 360,000; calls only at 10 µM; AID 624256;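 active = normalized GFP-positive differentiation at or above the plate's own cutoff, the solvent-only control mean plus 3 SD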;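 note: cells exposed to compound for four days before flow analysis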
Siah-1 displacement = Siah-1 peptide-binding antagonists, primary screen, biochemical, fluorescence polarization, rhodamine-plectin, uHTS (AID 1817). Siah-1 / rhodamine-plectin peptide fluorescence polarization; higher % means a stronger effect. displacement, % at 20 µM; hits with a dose series show IC50 in µM. hit rate 0.02% among 290,000;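 active = displacement of at least 50% at 20 µM, with a fluorescence ratio check between 0.3 and a set limit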;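 note: plate controls were Siah plus tracer with DMSO for no effect and tracer alone without Siah for full effect; strong numbers were not always called active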
LYP inhibition = PTPN22 lymphoid phosphatase activity blockers – biochemical, fluorescence intensity, uHTS (AID 1779) | recombinant LYP phosphatase, fluorescence intensity; higher % means a stronger effect | one-dose inhibition, % at 11.5 µM; IC50 in µM for titrated hits | hit rate 0.054% among 290,000; in the data active = inhibition above about 50%;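 note: plate controls were vehicle with enzyme for no effect and no enzyme for full effect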
GPR35 antagonists = GPR35 antagonists blocking zaprinast-driven arrestin recruitment, primary screen, imaging, U2OS, beta-arrestin-GFP, zaprinast agonist (AID 2058); U2OS GPR35 beta-arrestin-GFP translocation imaging, zaprinast antagonism; higher % means a stronger effect; inhibition, % at 10 µM; hits with a dose series show IC50 in µM; hit rate 0.052% among 290,000;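 active = inhibition of at least 50% with at least 30 cells and total cytoplasm GFP at most 10,000,000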
MgcRacGAP inhibition = MgcRacGAP GTPase-activating activity inhibitors, confirmation, biochemical, ADP Hunter fluorescence; MgcRacGAP-stimulated Rac1 GTP hydrolysis, ADP Hunter fluorescence; higher % means a stronger effect; GST-tagged Rac1 F28L mutant substrate; inhibition, % at 30 µM, or IC50 in µM where a hit was titrated; hit rate 0.6% among 340,000; AID 624330;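 active = first-screen hits whose inhibition reached a set limit at any dose in the follow-up dose series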;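 note: fluorescence reports GDP produced by GAP-driven GTP hydrolysis; strong numbers were not always called active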
HIV peptide binding = cell-free HIV fusion peptide-binding blockers – biochemical, uHTS, fluorescence dequenching, primary screen (AID 1986); cell-free peptide binding, fluorescence dequenching, 30 min; higher % means a stronger effect; one-dose inhibition, % at 20 µM; IC50 in µM for titrated hits; hit rate 0.3% among 290,000; in the data active = inhibition mostly above about 52%, no sharp cut-off; inactive = mostly below about 76%; note: some results filed as inactive read as strong as hits
GPR55 LPI antagonism = inhibition of LPI-stimulated GPR55 beta-arrestin translocation – imaging, U2OS, beta-arrestin-GFP, LPI agonist, primary screen (AID 2013) | U2OS GPR55 beta-arrestin-GFP translocation imaging, LPI antagonism; higher % means a stronger effect | inhibition, % at 10 µM, or IC50 in µM where a hit was titrated | hit rate 0.13% among 290,000;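 active = spots per cell inhibited over 60%, with over 100 cells counted and total cytoplasm intensity under 500,000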;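 note: U2OS cells stably carrying GPR55 and arrestin-GFP stimulated by 5 µM LPI near EC80; imaged beta-arrestin-GFP aggregate spots per cell after agonist stimulation; plate controls were LPI-stimulated DMSO wells for no effect and DMSO wells without LPI for full effect; some results filed as inactive read as strong as hits; confirmed hits need IC50 under 10 µM and bright autofluorescent wells are also inconclusive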
NTR1 agonist = agonists of NTR1, primary screen, imaging, U2OS cells, beta-arrestin-GFP, high content (AID 493036) | P30989 | NTR1-U2OS beta-arrestin-GFP spot imaging, agonist mode | activation, % at 20 µM | hit rate 0.17% among 330,000;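 active = activation at or above 40% of the spot to cytoplasm intensity ratio, with at least 20 cells analyzed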;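 note: 0% = DMSO without peptide and 100% = 100 nM NTR1 peptide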
Target sequence (P30989 whole entry, looked up): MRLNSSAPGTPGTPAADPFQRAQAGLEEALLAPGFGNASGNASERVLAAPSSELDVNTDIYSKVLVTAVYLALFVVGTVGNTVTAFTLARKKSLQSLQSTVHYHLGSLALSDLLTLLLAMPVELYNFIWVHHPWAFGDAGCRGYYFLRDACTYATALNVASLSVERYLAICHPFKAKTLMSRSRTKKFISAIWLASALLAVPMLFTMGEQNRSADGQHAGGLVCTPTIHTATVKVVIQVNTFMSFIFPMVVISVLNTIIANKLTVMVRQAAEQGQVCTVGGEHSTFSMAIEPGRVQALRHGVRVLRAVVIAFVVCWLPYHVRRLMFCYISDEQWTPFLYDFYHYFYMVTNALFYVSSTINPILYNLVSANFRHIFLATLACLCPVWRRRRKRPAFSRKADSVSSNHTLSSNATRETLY
Salmonella PhoP GFP = inhibitors of PhoP regulon expression, primary screen, Salmonella Typhimurium, GFP reporter (AID 1863); one-dose inhibition, % at 50 µM; IC50 in µM for titrated hits; hit rate 0.16% among 300,000; S. Typhimurium PhoP-regulated promoter GFP reporter, 4 h; higher % means a stronger effect;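 active = inhibition over 29.93%, a cutoff 3 SD above the screen mean, later confirmed by dose response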;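 note: 0% = low Mg2+ inducing control and 100% = high Mg2+ repressing control; strong numbers were not always called active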
NTR1 agonist cell count 20 µM = also measured in NTR1 agonist; calls as there; cell count; measured here: cell count, cytotoxicity flag
Myeloid diff MLP GFP+ MAC1+ % = recorded beside Myeloid diff MLP, whose call it bears; GFP+ MAC1+ double positive, %; measured here: differentiation confirmed by MAC1 staining
* hit, by the source's call; i = inactive; · = no result given; & = joins results of further samples.

nr	SMILES	Myeloid diff MLP	Myeloid diff MLP GFP+ MAC1+ %	Siah-1 displacement	LYP inhibition	GPR35 antagonists	MgcRacGAP inhibition	HIV peptide binding	GPR55 LPI antagonism	NTR1 agonist	NTR1 agonist cell count 20 µM	Salmonella PhoP GFP
1	O=C(O)C(CCCCNS(=O)(=O)c1ccc(F)cc1)NS(=O)(=O)c1ccc(F)cc1 (centres undefined)	i	1.5&0.2	3.2%&-1.0%	-9.5%&-8.2%	3.1%&-5.7%	-3.5%&4.0%	-1.0%&-1.0%	2.5%&2.2%	0.4&0.1	90&61	-4.5%&1.0%
2	O=C(NCCC(=O)N1CCCCCCC1)c1ccc(Cl)cc1	i	0.6	·	·	·	7.0%	·	·	1.6	53	6.3%
3	Cc1nnc(C)c2c(C)n(C(C)c3ccccc3)c(C)c12 (centres undefined)	i	0.9	2.1%	-1.0%	-0.2%	10.0%	0.3%	-0.2%	1.7	24	9.1%
4	CCC(NC(=S)NC1CCCCC1)c1ccc(C(C)C)cc1 (centres undefined)	·	·	1.0%	-3.2%	11.0%	7.5%	-0.3%	8.5%	3.7	51	-4.1%
5	O=C(N/N=C/C(Br)=C/c1ccccc1)c1ccncc1	i	0.0	3.3%	-4.8%	-6.0%	13.0%	-1.7%	-10.1%	0.5	52	-1.3%
6	O=C(CNC(=O)c1cccc(Br)c1)N/N=C/c1ccc2c(c1)OCO2	i	0.6	1.5%	-1.3%	-8.3%	3.9%	-2.3%	1.3%	-1.3	76	10.7%
7	COc1cc(/C=C(\C#N)C(=O)Nc2cccc(C(=O)O)c2)ccc1OCc1ccc(Cl)cc1	i	1.0	4.9%	15.0%	22.7%	7.1%	59.0%	1.7%	1.0	40	-6.9%
8	COc1cccc(NC(=O)COc2ccc(C(=S)N3CCN(C)CC3)cc2OC)c1	i	1.2	-6.4%	-4.0%	16.4%	7.5%	-2.1%	18.2%	-0.6	62	-0.7%
9	CCN(CC)S(=O)(=O)c1ccc(C(=O)Nc2cc3oc4ccccc4c3cc2OC)cc1	i	0.0	9.3%	-0.5%	-4.9%	5.9%	3.7%	22.6%	3.1	60	-1.2%
10	CS(=O)(=O)N(CC(=O)N1CCCCCC1)c1ccccc1	i	1.5	2.3%	0.2%	-9.8%	11.4%	0.0%	-0.8%	1.7	49	-6.1%
11	O=C(O)/C(=C\c1ccc(F)cc1)c1ccc(-c2ccccc2)cc1	i	0.9	-0.5%	-0.4%	-10.6%	5.9%	20.6%	-1.8%	0.6	46	4.7%
12	CCOc1ccc(-c2cc(CCCC(=O)Nc3cc(OC)ccc3OC)no2)cc1	i	4.9	-0.4%	1.5%	6.9%	6.1%	-0.6%	21.7%	0.7	59	-0.2%
13	COc1ccccc1OCCn1cc(/C=N/n2cnnc2)c2ccccc21	i	1.7	3.5%	3.7%	4.3%	5.2%	-0.5%	9.1%	1.5	66	-4.5%
14	O=c1[nH]c(=S)n(C2CCCCC2)c(O)c1C=NCCN1CCOCC1	i	0.4	-0.2%	-0.8%	15.9%	14.2%	0.3%	2.7%	-0.7	46	-15.5%
15	COc1ccc(NC(=S)N2CCCC2)cc1OC	i	0.3	9.4%	-4.9%	6.4%	0.8%	-1.3%	6.3%	1.7	45	-3.1%
16	Oc1ccc(-c2nnc(Nc3cccc(O)c3)c3ccccc23)cc1	i	0.3	1.3%	-2.8%	-6.0%	14.6%	-3.0%	21.2%	5.2	62	-6.7%
17	Cc1cnc([N+](=O)[O-])n1CCOC(=O)NC(=O)c1ccc(C(F)(F)F)cc1	i	0.5	-1.5%	0.8%	-6.6%	4.1%	-2.0%	-19.3%	-0.1	48	1.2%
18	CC(C)(C)n1ncc2c(=O)n(Cc3c(F)cccc3Cl)cnc21	i	1.0	-2.6%	-3.8%	-5.3%	13.3%	-1.1%	-17.4%	0.2	46	-9.7%
19	O=C(O)CC1CCS(=O)(=O)C1 (centres undefined)	i	2.3	-1.3%	-5.4%	1.6%	4.0%	1.2%	-5.5%	-1.1	80	-1.7%
20	CC(Sc1nc(-c2ccccc2)cc(C(F)(F)F)n1)C(=O)N1CCOCC1 (centres undefined)	i	0.0	-6.1%	-5.5%	-2.5%	-1.6%	-1.3%	8.2%	0.8	35	-8.3%
21	COCCn1nnnc1C(C(C)C)N1CCN(C(=O)c2ccco2)CC1 (centres undefined)	i	0.4	0.3%	-3.4%	3.9%	7.8%	-1.3%	-2.5%	1.5	58	13.4%
22	NC(=O)C1CCN(CC(=O)Nc2ccccn2)CC1	i	1.8	3.2%	0.3%	-12.4%	-3.1%	-1.0%	-5.0%	2.5	101	6.1%
23	COc1ccc(O)c(/C=N/N2CCOCC2)c1	i	0.7	9.2%	-5.0%	7.7%	8.7%	-1.3%	-1.7%	-0.1	73	-11.9%
24	CCOCCCNC(=S)N1CCCN(c2nc3c(C)c(C)ccc3cc2C#N)CC1	i	0.7	5.3%	-2.1%	-8.3%	7.0%	1.7%	-2.1%	20.3	73	0.5%
25	CCOC(=O)/C(=C\C=C\c1ccccc1)NC(=O)c1ccccc1	i	1.1	-6.9%	5.5%	-4.5%	4.3%	1.9%	-3.8%	-1.8	76	5.5%
26	Cc1ccc(C)c(OCCSc2nnc(-c3cccnc3)n2N)c1	i	0.7	-4.4%	-6.4%	-5.2%	3.2%	-1.4%	-2.7%	-0.5	63	14.6%
27	Cc1cc(NC(=O)CCOc2ccccc2)no1	i	0.6	-1.8%	-4.6%	-7.5%	1.8%	-3.3%	11.0%	-2.4	60	·
28	Cc1ccc(C(=O)Nc2ccc(S(=O)(=O)N3CCCC3)cc2)o1	i	0.0	-3.7%	-13.2%	1.0%	4.3%	-1.6%	-8.3%	1.1	36	-1.0%
29	CC(O)CNc1nc2c(c(=O)n(Cc3ccc(Br)cc3)c(=O)n2C)n1C (centres undefined)	i	0.7	1.7%	-0.9%	-2.1%	7.8%	-1.1%	-3.6%	3.1	61	-1.9%
30	Cc1ccsc1C(=O)NNC(=O)C1CC=CCC1C(=O)O (centres undefined)	i	0.7	2.2%	-2.8%	7.1%	3.1%	-0.3%	6.5%	0.7	43	9.8%
31	CC(Sc1nnc(NC(=O)c2cc3ccccc3oc2=O)s1)c1ccccc1 (centres undefined)	i	1.6	0.5%	-8.5%	-2.8%	3.2%	0.6%	-4.0%	7.4	70	-9.6%
32	CCOC(=O)C(=NC1CCCCC1)NNc1cccc(C(F)(F)F)c1	i	0.5	12.6%	0.7%	4.2%	-5.8%	-0.2%	6.5%	4.0	68	-8.6%
33	CC1=CC(=O)c2ccccc2C1=O	i	1.5&2.2	-3.1%	-4.1%	10.8%	4.6%&6.1%	-2.1%	3.5%	-0.2&1.8	60&54	-10.0%&4.2%
34	CCc1ccc(OCCOCC(O)CNC(C)CC)cc1 (centres undefined)	i	0.1	-0.9%	-9.5%	-4.4%	3.3%	-2.1%	1.2%	-0.3	57	7.1%
35	CC(C)c1c(C(=O)N/N=C2\CCc3ccccc32)nnn1-c1nonc1N	i	1.6	3.0%	-9.9%	12.6%	1.4%	2.6%	9.6%	0.5	60	-3.2%
36	COc1ccc(C)cc1S(=O)(=O)Nc1cccc(Cl)c1Cl	i	0.4	8.8%	0.5%	8.4%	-0.5%	0.5%	9.4%	1.0	76	4.2%
37	Cc1ccc(C)c(OCCn2cc(/C=C(\C#N)C(=O)NCc3cccs3)c3ccccc32)c1	i	0.3	5.3%	-4.4%	-4.0%	5.5%	0.0%	1.1%	1.6	72	-1.6%
38	O=c1c2c3c(sc2nc2sc(C4CC4)nn12)CCCC3	i	0.5	12.5%	8.2%	-1.7%	11.9%	-1.6%	9.4%	0.5	34	-10.5%
39	O=C1COc2ccc(C(=O)COC(=O)Cn3cnc4ccccc43)cc2N1	i	0.4	-3.3%	1.2%	8.4%	2.2%	1.1%	-14.4%	0.9	50	0.5%
40	CCC(C)Nc1ncnc2c1cnn2Cc1ccc(Cl)cc1 (centres undefined)	i	2.5	1.4%	-7.4%	-6.1%	5.8%	1.7%	-11.7%	-2.0	90	-7.8%
41	CC(C)CN(C(=O)COC(=O)Cc1n[nH]c(=O)c2ccccc12)C1CCS(=O)(=O)C1 (centres undefined)	i	2.4	-1.3%	-4.6%	16.3%	3.7%	-0.2%	10.7%	0.7	88	-4.8%
42	Cc1cccc(NC(=O)C2CCCN(S(=O)(=O)c3cccc4nsnc34)C2)n1 (centres undefined)	i	3.3	4.9%	-9.3%	-4.9%	9.2%	1.6%	4.3%	16.8	57	-4.0%
43	CC1CCCCC12NC(=O)N(CC(=O)NC(=O)NCc1ccco1)C2=O (centres undefined)	i	1.2	-0.7%	-0.5%	2.9%	-5.4%	0.7%	9.7%	0.1	71	-3.6%
44	CCOc1ccc(-n2cc(-c3ccc(OC)c(OC)c3)[nH]c2=S)cc1	i	0.6	-7.2%	-5.4%	8.2%	12.3%	-1.4%	16.7%	1.0	48	-4.7%
45	Cc1ccc(-c2n[nH]c(=S)c3ccccc23)cc1S(=O)(=O)NCC1CCCO1 (centres undefined)	i	1.1	2.1%	-2.5%	-7.1%	5.1%	-1.1%	-2.2%	4.8	43	10.9%
46	COc1ccc(C)cc1S(=O)(=O)n1c([N+](=O)[O-])cnc1C	i	0.9	0.8%	-5.8%	15.5%	-1.1%	0.0%	3.4%	-0.6	54	0.4%
47	CN(C)c1ccc(N=C/C=C2/N(C)c3ccccc3C2(C)C)cc1	·	·	-3.0%	3.6%	-2.2%	20.6µM*	-2.8%	31.3%	·	·	27.2%
48	CSc1ccc(Cl)c(C(=O)OCC(=O)N2CCOCC2)c1	i	1.7	-2.4%	-5.8%	12.9%	-0.9%	2.1%	3.4%	-0.1	49	-2.3%
49	Cc1ccc(C)c(OCc2cc(C(=O)NC3CCOC(C)(C)C3)no2)c1 (centres undefined)	i	0.1	11.9%	-6.0%	-15.6%	12.2%	-0.1%	7.5%	1.6	74	-3.7%
50	O=C(c1ccco1)N1CCN(CCCCOc2cccc3ccccc23)CC1	i	0.6	-0.6%	5.7%	22.1%	5.1%	-1.9%	-0.8%	-1.8	16	4.8%
51	CCC(=O)Nc1ccc(S(=O)(=O)N2CCc3ccccc3C2)cc1	i	2.6	-3.2%	-1.3%	-11.9%	4.1%	-0.7%	2.7%	1.1	51	14.0%
